Screening results deposited in PubChem by National Center for Advancing Translational Sciences (NCATS).
TDP1 block: TDP1 (human) enzyme inhibition | Q9NUW8 | AID 485290 | Potency, µM (doses to about 130 µM), without a hit: top-dose activity change, negative = inhibition, most hits filed as inhibitors | 350,000 compounds, 0.28% hits | recombinant TDP1, AlphaScreen DNA substrate cleavage; note: nearly all actives have a fitted effect of over 40% in size
Target sequence (Q9NUW8 whole entry, looked up): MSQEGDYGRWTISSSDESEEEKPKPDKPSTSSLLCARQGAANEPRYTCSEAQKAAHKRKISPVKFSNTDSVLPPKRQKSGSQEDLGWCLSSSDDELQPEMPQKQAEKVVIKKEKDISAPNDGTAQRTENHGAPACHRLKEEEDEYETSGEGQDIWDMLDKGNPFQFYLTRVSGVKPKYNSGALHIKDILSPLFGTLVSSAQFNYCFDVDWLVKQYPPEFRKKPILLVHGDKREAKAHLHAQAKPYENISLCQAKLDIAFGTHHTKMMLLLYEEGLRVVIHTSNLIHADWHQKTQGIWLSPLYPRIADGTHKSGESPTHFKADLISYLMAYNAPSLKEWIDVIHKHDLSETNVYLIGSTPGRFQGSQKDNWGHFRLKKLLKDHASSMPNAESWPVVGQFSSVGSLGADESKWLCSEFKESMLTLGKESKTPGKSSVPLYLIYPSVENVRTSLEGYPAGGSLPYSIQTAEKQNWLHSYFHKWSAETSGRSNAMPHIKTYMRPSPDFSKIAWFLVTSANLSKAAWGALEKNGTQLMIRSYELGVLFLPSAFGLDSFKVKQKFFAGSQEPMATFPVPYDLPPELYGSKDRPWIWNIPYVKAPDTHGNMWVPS
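AlphaScreen read-out: signal falls as enzyme removes the 3' tyrosine-FITC from a 5'-biotinylated DNA oligo (15 nM, 5 min, RT). Enzyme was E. coli-made recombinant Tdp1 at 1 nM, exposed to compound for 15 min beforehand; beads 10 ug/ml, 10 min.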
FEN1 inhibitor: blocks human flap endonuclease 1; Recombinant FEN1 flap cleavage, fluorescence, 15 min; 390,000 compounds, 0.35% hits; Potency, µM (titrated, usually from 114 µM), inactives show top-dose activity change, negative = inhibition, actives largely listed as inhibitors; P39748; note: nearly all actives have a fitted effect of over 65% in size
Target sequence (P39748 whole entry, looked up): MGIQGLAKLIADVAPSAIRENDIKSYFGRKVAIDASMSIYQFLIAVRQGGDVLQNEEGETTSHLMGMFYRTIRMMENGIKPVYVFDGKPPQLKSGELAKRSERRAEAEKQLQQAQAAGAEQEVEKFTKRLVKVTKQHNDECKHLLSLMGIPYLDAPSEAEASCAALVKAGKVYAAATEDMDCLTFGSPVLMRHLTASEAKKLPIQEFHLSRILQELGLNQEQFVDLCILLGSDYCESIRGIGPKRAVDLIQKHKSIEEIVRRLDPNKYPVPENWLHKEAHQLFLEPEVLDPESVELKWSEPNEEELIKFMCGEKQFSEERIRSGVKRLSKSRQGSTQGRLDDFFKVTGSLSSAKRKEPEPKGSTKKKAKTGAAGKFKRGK
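With each library titrated from low to high concentration, compounds met 10 nM FEN1 for 15 min at room temperature before 50 nM substrate was added; readings at 0 and 15 min fed four-parameter Hill curve fits.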
N370S GC mod: N370S glucocerebrosidase modulation, Gaucher chaperone candidate | 330,000 compounds, 0.092% hits | AID 2101 | Potency, µM (highest dose often 59.4 µM), for the others: top-dose activity change, negative = inhibition, hits mostly inhibitors | P04062 | N370S GC spleen homogenate, 4MU-glucoside fluorescence;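 note: 0% = full enzyme activity and -100% = no enzyme basal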
* = called active by the depositor; ? = inconclusive; · = not tested or not shown; & = joins results of further samples; [ ] = another dose, or the depositor's remark. Calls come from the whole dose curve; as a rule, active = well fitted curve in the direction sought with a large enough effect; inconclusive = small, poorly fitted or top-dose-only effect, or another doubt; inactive = no such curve, though single readings can be large; an effect the other way counts as inactive or inconclusive. Unless noted, % is set by controls: 0 for no effect and ±100 for the full control effect; potency is the fitted concentration of half-maximal effect.

SMILES | TDP1 block | FEN1 inhibitor | N370S GC mod
COc1ccc(CCN2C(=S)N(c3ccc(Cl)cc3)C(=O)C2CC(N)=O)cc1OC (stereo not given) | -8% | 5% | -8%
CC(CCc1ccccc1)NCC#N (stereo not given) | -1% | -9% | -6%
Cc1nn(-c2ccccc2)c(-c2ccccc2[N+](=O)[O-])c1C(=O)O | -9% | 5% | -11%
Cc1cccn2c(=O)cc(COc3cccc(NC(=O)COc4ccc(F)cc4)c3)nc12 | 0% | -10% | ·
Cc1ccc2oc(C(=O)Nc3cc(C)on3)c(C)c2c1 | 0% | -4% | ·
NC(=S)C1COc2ccccc2O1 (stereo not given) | -1% | -2% | 3%
CNc1cc(-n2nc(C)cc2-c2ccccc2)ncn1 | 1% | -5% | 5%
COc1ccccc1NC(=S)N(Cc1ccc(Cl)cc1)CC1CCC(C(=O)O)CC1 (stereo not given) | 5% | 1% | 5%
CCOC(=O)[C@@H]1[C@H]2COc3ccc(Br)cc3[C@@H]2N2C(=O)N(c3ccc(Br)cc3)C(=O)[C@]12C | · | 14% | -2%
COc1ccc(Nc2ncc(C(=O)Nc3cc(Cl)c(OC)cc3OC)c3ccccc23)cc1 | 0% | -7% | ·
NC(=O)C1CCN(C(=O)COc2ccc3c4c(c(=O)oc3c2)CCCC4)CC1 | · | 0% | 4%
CS(=O)(=O)N1CCC(CO)(Cc2ccccc2C(F)(F)F)CC1 | 6% | -16% | -3%
CCc1ccc(OCc2cccc(C(=O)N/N=C\c3cnn(C)c3C)c2)cc1 | 0% | 13% | 1%
NNc1ncnc2scc(-c3ccc(Cl)cc3)c12 | 6% | 3% | -2%
CC1(C(=O)NC23CC4CC(CC(C4)C2)C3)CC1(Cl)Cl (stereo not given) | -4% | -2% | 15%
FC(F)(F)c1cccc(-n2cc(-c3ccccc3)c3c(N4CCCCC4)ncnc32)c1 | 5% | -8% | ·
O=C(Cn1nc(-c2ccccc2)ccc1=O)NCC1COCCO1 (stereo not given) | 6%[56.1 µM] | -7% | -3%
COc1ccc(S(=O)(=O)c2nnn(-c3ccc(C)c(Cl)c3)c2C)cc1 | -5% | -2% | ·
C/C(=N\NC(N)=S)C1=CCC2C3CC[C@H]4CC(O)CC[C@]4(C)C3CC[C@]12C (stereo not given in full) | · | 1% | ?
CC(c1nnc(SCC(=O)N(C)C2CCS(=O)(=O)C2)n1-c1ccccc1)N(C)C (stereo not given) | 2% | -7% | ·
Cc1nc(N2CCN(C)CC2)c2sc(=S)n(-c3ccccc3)c2n1 | 8% | 3% | 1%
O=C(CCNC(=O)Cn1ccc2ccccc2c1=O)NCC1CCCC1c1ccccc1 (stereo not given) | 0% | -1% | -1%
C=CCN1C=C2C(=O)C(C)(OC(=O)CCC(=O)OC)C(=O)C(Br)=C2C=C1c1ccc(OC)cc1 (stereo not given) | 1%[12.3 µM] | -9% | 8%[12.8 µM]
Cc1ccccc1NC(=O)CC1SC(=Nc2ccc(O)cc2)NC1=O (stereo not given) | 1% | -5% | 1%
CCc1cc(=O)[nH]c(SCc2nc(-c3cccc(Cl)c3)no2)n1 | 0% | -15% | ·

Other compounds follow:
SMILES | TDP1 block | FEN1 inhibitor | N370S GC mod
Cc1oc(-c2ccccc2Cl)nc1CSc1nc2c(c(=O)[nH]1)CCC2 | 3% | 10% | 27%
COc1ccc(S(=O)(=O)Nc2cccc(-c3ccc(N4CCC(C)CC4)nn3)c2)cc1OC | 10% | 3% | ·
O=C(CN1C(=O)COc2ccc(S(=O)(=O)NC3CCCC3)cc21)NCc1ccc(Cl)cc1 | 6% | -2% | ·
Cc1c(CCOC(=O)C23CC4CC(CC(C)(C4)C2)C3)sc[n+]1Cc1ccccc1 | 3% | -3% | -8%
CCN(CC)C(=O)CSc1nnc(-c2ccccc2)c(-c2ccccc2)n1 | 4% | -5% | 2%
N#Cc1c(SCC(N)=O)nc(-c2ccccc2)c2c1CCCC2 | 4% | 2% | 13%
COc1cc(OC)c(N2CC(C(=O)NCCC3=CCCCC3)CC2=O)cc1Cl (stereo not given) | 1% | 4% | ·
CCN(CC)CCN(Cc1cc2cc3c(cc2[nH]c1=O)OCCO3)C(=S)NCC(C)C | · | -5% | 5%
CC(C)CNC(=S)N1CCN(C)CC1 | -12% | 6% | -21%
COc1ccc(OC)c(NC(=O)C(CC(=O)O)NCc2ccco2)c1 (stereo not given) | 4% | 1% | -16%
Cc1ccc(C)c(NC(=S)N(CCN(C)C)C(C)c2ccccn2)c1 (stereo not given) | 5% | 1% | -13%
COc1ccc2c(c1)NC(c1ccc(Cl)cc1)=NC(c1cccs1)=N2 | 7% | -6% | ·
Cc1c(-n2c(SCC(=O)N(C)C3CCS(=O)(=O)C3)nc3ccccc3c2=O)c(=O)n(-c2ccccc2)n1C (stereo not given) | -2% | 2% | ?
Fc1ccccc1OCCSc1nnnn1-c1ccccc1 | -1% | 1% | 3%
CCCNC(=O)Cn1nc(-c2ccc(C)c(C)c2)c2cnc3ccc(OC)cc3c21 | -6% | 1% | ·
C=CCNC(=S)NNC(=O)CSc1nc2ccccc2s1 | 8% | 2% | 5%
Cc1ccc(C)c(S(=O)(=O)N2CCN(C(=O)/C=C/c3ccco3)CC2)c1 | -2% | -31% | ·
CCOC(=O)c1cc(-c2ccccc2)n(CCCC(=O)Nc2ccc(C)cc2Cl)c1C | -5% | 11% | ·
O=C(O)c1ccc2c(=O)n3c(nc2c1)/C(=C/c1ccccc1C(F)(F)F)CCCC3 | 1% | 2% | 4%
CCc1c(OC(C)=O)c2ccccc2n(C)c1=O | 6% | -1% | 0%
CC(NC(=O)COC(=O)CCc1ccccc1)c1ccccc1 (stereo not given) | 5% | 5% | 5%
CN(C)c1ccc(/C=N/NC(=O)C2CC2c2ccccc2)cc1 (stereo not given) | 0% | 6% | 4%
O=C(/C=C/c1cccc([N+](=O)[O-])c1)NCCSCc1ccc(Cl)cc1 | -1% | -12% | 22%
Cc1cc(C)n(C(=O)CNC(=O)c2ccc(Cl)cc2Cl)n1 | 1% | 11% | -7%
C(=N/N1CCN(c2ccccc2)CC1)/c1ccncc1 | 2% | -3% | -9%

Next compounds follow:
SMILES | TDP1 block | FEN1 inhibitor | N370S GC mod
Cc1cc(NC(=O)COC(=O)CCNS(=O)(=O)c2ccccc2)n(-c2ccccc2)n1 | · | 4% | -2%
CCCCNC(=O)N(O)C1N(/N=C/c2ccccc2OC)C(=S)SC1(C)C (stereo not given) | · | -1% | -1%
Cc1cccc(N(C(=O)c2csnn2)C(C(=O)NC(C)(C)C)c2cccnc2)c1 (stereo not given) | -5% | -2% | 5%
COc1ccc(Nc2nc(N)nc(CN3CCc4ccccc4C3)n2)cc1 | 10% | -17% | -4%
Cc1nn(Cc2ccc(Cl)cc2)c(C)c1NC(=O)C1CC=CCC1C(=O)O (stereo not given) | 6% | 8% | -8%
CC(=O)CC[C@@H](C)O[C@@H]1OC(C)[C@H](O)CC1O (stereo not given in full) | -1% | 12% | -4%
COc1cccc(Oc2cn[nH]c2-c2ccc(OCC(=O)NN)cc2O)c1 | · | -19% | -20%
COc1ccc(OC(=O)c2cc3cc(Cl)ccc3oc2=O)cc1 | 3% | -4% | -1%
COc1ccccc1NC(=O)c1oc2ccccc2c1NC(=O)C(C)C | -6% | 3% | ·
Cc1ccc(NC(=O)COc2coc(CN3CCN(Cc4ccccc4)CC3)cc2=O)cc1 | -3% | 0% | -22%
COc1cc(OC)cc(-c2c(C#Cc3ccsc3)c3cc(-c4ccc(OC)c(F)c4)ccc3n2C)c1 | 1% | 54%[activator] | ·
C=CCOn1c(=O)c(-c2ccc(F)cc2)[n+]([O-])c2ccccc21 | · | -13% | -7%
CCN(CC)S(=O)(=O)c1ccccc1/C=N\O | 6% | -3% | -4%
CC(C)[C@H](NC(=O)C1(c2ccccc2)CCN(C(=O)OC(C)(C)C)CC1)C(=O)O | 2% | 5% | -6%
CCN(CC)c1ccc(NC(=O)CCNS(=O)(=O)c2ccc3c(c2)CCC(=O)N3)c(C)c1 | 12% | -2% | 6%
O=C(c1cccc(Oc2c(Cl)cccc2[N+](=O)[O-])c1)N1CCCCC1 | -1% | -17% | -10%
CC(C)c1ccc(NC(=S)NC2CCN(Cc3ccccc3)CC2)cc1 | 0% | 0% | 4%
COc1ccc(OC2OC3COC(C)(C)OC3C(O)C2NC(C)=O)cc1 (stereo not given) | -2% | 0% | 9%
CC(=O)N1CCCc2cc(S(=O)(=O)N3CCC(C(=O)N(Cc4ccccc4)C(C)C)CC3)ccc21 | 8% | 0% | ·
CC1CCCC/C1=N\NS(=O)(=O)c1ccc(Br)cc1 (stereo not given) | 3% | -14% | ·
COc1ccc(/C=N/NC(=O)c2cccc(OC(F)(F)C(F)F)c2)cc1O | -3% | -1% | -13%
COc1cc(/C=N/NC(=O)c2cccc(N3CCCC3=O)c2)ccc1O | · | 9% | -5%
Cc1nn(CC(=O)N(C)C2CCS(=O)(=O)C2)c(C)c1[N+](=O)[O-] (stereo not given) | 1% | -3% | 1%
Cc1cccc(N2CCN(C(=O)Cn3ncc4c5ccccc5n(C)c4c3=O)CC2C)c1 (stereo not given) | 5% | 8% | ·
COc1ccc(-c2oc3ncn4nc(Cc5ccccc5)nc4c3c2-c2ccc(OC)cc2)cc1 | 7% | -14% | 2%

Record cards, from the list above:
CC(C)[C@H](NC(=O)C1(c2ccccc2)CCN(C(=O)OC(C)(C)C)CC1)C(=O)O as listed: TDP1 block: 2%; FEN1 inhibitor: 5%; N370S GC mod: -6%
Cc1cc(NC(=O)COC(=O)CCNS(=O)(=O)c2ccccc2)n(-c2ccccc2)n1 as listed: TDP1 block: ·; FEN1 inhibitor: 4%; N370S GC mod: -2%
COc1ccccc1NC(=O)c1oc2ccccc2c1NC(=O)C(C)C as listed: TDP1 block: -6%; FEN1 inhibitor: 3%; N370S GC mod: ·

The listing continues:
SMILES | TDP1 block | FEN1 inhibitor | N370S GC mod
COc1cc(OC)c(C(=O)NC23CC4CC(CC(C4)C2)C3)cc1OC | 5% | 15% | -8%
COc1ccc(/C=N/Nc2ccc(C(=O)O)cc2)cc1Br | 4% | -13% | -16%
CCC(c1nnnn1Cc1cccs1)N1CCN(c2nc3ccccc3s2)CC1 (stereo not given) | 6% | -9% | -4%
CC1=NN(c2nc3ccccc3s2)C(O)(C(F)(F)F)C1 (stereo not given) | 10% | 1% | -15%
CCc1ccc(N2CC(C(=O)N3CCCCCC3)CC2=O)cc1 (stereo not given) | -1% | -2% | 15%
CNc1ccc(/C=C2\COc3ccccc3C2=O)cc1[N+](=O)[O-] | 2% | -1% | 11%
CC(=O)Oc1ccc(OC(C)=O)c(S(=O)(=O)c2ccc(C)c(C)c2)c1 | · | -12% | -3%
c1ccc2c(c1)CCN(Cc1nnnn1Cc1ccc3c(c1)OCO3)C2 | 2%[56.1 µM] | -11% | -16%
COc1cccc(C(=O)NCc2ccc(-c3nc4ccccc4s3)cc2)c1 | 2% | 13% | 3%
CC1CN(C(=O)COC(=O)Cc2c(F)cccc2Cl)CC(C)O1 (stereo not given) | 9% | 16% | ·
COc1ccc(NS(=O)(=O)Cc2ccccc2Cl)cn1 | -2% | -5% | -2%
CCOC(=O)C1(CCc2ccccc2)CCN(C(=O)C2CCCO2)CC1 (stereo not given) | · | -15% | -9%
CCOc1ccccc1NC(=O)CSc1nnc(-c2ccncc2)o1 | 4% | -2% | -3%
C/C(=N\NC(=O)c1ccccc1-n1cccc1)C1CC1 | 2% | -3% | 12%
O=C(NCC(c1ccco1)N1CCc2ccccc21)c1ccccc1Cl (stereo not given) | · | -16% | 0%
COCCN(CCOC)c1nc(C)nc2c1nc(-c1ccccc1)n2CCN1CCOCC1 | -1% | · | 7%
Cc1ccc(CNC(=O)C2CCN(C(=O)c3cccc(Cl)c3)CC2)cc1 | 3%[56.1 µM] | -5% | -1%
CCC(C)/C(C)=N/NC(=O)C1COc2ccccc2O1 (stereo not given) | 0% | -4% | 4%
COc1cccc(CNC(=O)Cn2ncc3c(=O)oc4ccccc4c32)c1 | -2% | 0%&10% | -10%
Cc1c(C#N)c(O)[nH]c(=O)c1N=Nc1ccc(Cl)c(C(=O)O)c1 | · | -3% | -10%
O=C(Nc1ccncc1)C1CCN(S(=O)(=O)c2cccs2)CC1 | -2% | 2% | -4%

Part of the list above in order of molecular weight, rising.
SMILES | TDP1 block | FEN1 inhibitor | N370S GC mod
NC(=S)C1COc2ccccc2O1 (stereo not given) | -1% | -2% | 3%
CCc1cc(=O)[nH]c(SCc2nc(-c3cccc(Cl)c3)no2)n1 | 0% | -15% | ·
O=C(Nc1ccncc1)C1CCN(S(=O)(=O)c2cccs2)CC1 | -2% | 2% | -4%
Cc1cccc(N(C(=O)c2csnn2)C(C(=O)NC(C)(C)C)c2cccnc2)c1 (stereo not given) | -5% | -2% | 5%
COc1ccc(-c2oc3ncn4nc(Cc5ccccc5)nc4c3c2-c2ccc(OC)cc2)cc1 | 7% | -14% | 2%
